Ecoli viability – bacterial growth inhibition, counter-screen for AddAB inhibitors | inhibition, % at 11.9 µM | 330,000 tested, 0.27% active | E. coli V3065 growth, OD600 absorbance, 18 h | AID 449728;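 active means inhibition above the campaign's mean inhibition across all tested compounds plus 3 SD, cut at about 9.9% in these data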;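 further: uninfected addAB+ strain grown without phage in ampicillin broth; 0% = DMSO wells and 100% = ciprofloxacin 0.95 µg/ml wells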
Tat export inh – blocks Tat-dependent protein export in E. coli; AID 488895; 340,000 tested, 0.036% active; inhibition, % at 10 µM; E. coli MC4100 TorA-mCherry Tat export, fluorescence;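 active means mean replicate inhibition at least 50% and at least half of replicates individually reaching 50%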;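 further: exported cargo escapes ClpAP degradation while cytoplasmic cargo is degraded and loses fluorescence; 0% = median of neutral control wells and 100% = median of NaSCN control wells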
Pemphigus Ab inh – human desmoglein-3 autoantibody binding inhibition | binding (percent of control), % at 10 µM | AID 588358 | DSG3-coupled beads, scFv-anti-DSG3-GFP binding, flow cytometry; stronger effect = lower value | 310,000 tested, 0.48% active;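 active means binding more than 3 SD below its plate's average and above zero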;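 further: hits lower antibody fragment binding to DSG3; some compounds called inactive have numbers as strong as hits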
PKA-R1A act – activators of PKA-R1A complex. 340,000 tested, 0.083% active. P00514+P68181. activation, % at 11.4 µM. PKA-R1A dissociation, Cy5-IP20 fluorescence polarization; scaled: DMSO 0%, 113 µM cGMP 100%. AID 504707;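 active means percent activation above the mean of all tested compounds plus 3 SD, cut at about 19% in these data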;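 further: higher means more PKAc released from R1A so a rise in polarization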
phage Ecoli inh – E. coli growth loss with phage present | growth absorbance | 360,000 tested, 0.26% active | inhibition, % at 11.9 µM; in the data active means inhibition above about 11%
AddAB inh – less growth of phage-infected E. coli with AddAB; E. coli expressing H. pylori AddAB, absorbance growth; inhibition, % at 11.9 µM; 330,000 tested, 0.29% active; in the data active means inhibition above about 12%;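 further: 0% = vehicle wells of infected cells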
PfHsp90 set2 – growth inhibition of yeast expressing Plasmodium Hsp90; S. cerevisiae expressing PfHsp90, BacTiter-Glo ATP, 48 h; yeast lacking PDR1 and PDR3 efflux regulators; inhibition, % at 9.4 µM; 310,000 tested, 0.32% active;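 active means every replicate shows inhibition above about 80%, whatever the replicate mean, limit read from the data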;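 further: 0% = DMSO neutral controls and 100% = 20 µM radicicol positive controls; yeast relying on Plasmodium falciparum Hsp90 in place of its own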
MOR-DOR ag – OPRM1-OPRD1 heterodimerization agonism; AID 504326; 340,000 tested, 0.3% active; activation, % at 9.3 µM; cells, luminescence; P35372+P41143; in the data active means activation above about 18%;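 further: 0% = vehicle-treated cells and 100% = reference agonist; values of inactives mirror those of a sister screen read the other way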
Target sequence (P35372 whole entry, looked up): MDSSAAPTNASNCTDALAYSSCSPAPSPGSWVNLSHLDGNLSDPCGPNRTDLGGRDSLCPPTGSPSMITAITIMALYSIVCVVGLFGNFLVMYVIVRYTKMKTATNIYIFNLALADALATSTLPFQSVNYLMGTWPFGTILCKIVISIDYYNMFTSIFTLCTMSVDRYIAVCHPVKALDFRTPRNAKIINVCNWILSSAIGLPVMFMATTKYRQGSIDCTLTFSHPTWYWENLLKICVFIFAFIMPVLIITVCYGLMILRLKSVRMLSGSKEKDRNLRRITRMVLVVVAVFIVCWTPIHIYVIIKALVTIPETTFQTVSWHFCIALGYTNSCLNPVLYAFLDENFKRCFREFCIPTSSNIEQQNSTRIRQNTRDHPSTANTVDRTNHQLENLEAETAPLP
Target sequence (P41143 whole entry, looked up): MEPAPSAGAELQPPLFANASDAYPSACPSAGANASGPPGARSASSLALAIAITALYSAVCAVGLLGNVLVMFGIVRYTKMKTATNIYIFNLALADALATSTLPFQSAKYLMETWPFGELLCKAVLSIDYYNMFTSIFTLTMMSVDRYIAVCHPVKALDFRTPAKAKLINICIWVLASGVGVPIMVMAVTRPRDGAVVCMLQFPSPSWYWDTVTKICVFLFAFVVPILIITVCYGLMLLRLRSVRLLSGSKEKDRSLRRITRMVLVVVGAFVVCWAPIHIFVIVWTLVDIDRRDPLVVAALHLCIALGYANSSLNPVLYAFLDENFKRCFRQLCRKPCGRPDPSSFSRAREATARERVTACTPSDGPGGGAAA
OPRM1-OPRD1 inv – inverse agonists of human mu-delta opioid receptor heterodimerization | 340,000 tested, 0.21% active | P35372+P41143 | inhibition, % at 9.3 µM | cell-based MOR-DOR heterodimer luminescence, inverse agonism; in the data active means inhibition above about 22%, passing the limit was not always enough;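 further: 0% = cells with DMSO and 100% = wells without cells with DMSO; values of inactives mirror those of a sister screen read the other way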
SUMO Mot1 rescue – inhibitors of SUMOylation pathway: yeast Mot1-301 growth rescue; S. cerevisiae Mot1-301 growth rescue, ATP luminescence, 38.5C; percent above DMSO median, 100 means doubled; growth rescue, % at 18.8 µM; 320,000 tested, 1% active;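 active means every valid replicate shows activation above 250% relative to neutral control wells; inactive means the rest, any valid replicate at or below 250%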;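 further: OY570 slx delta 5 strain wells were the positive control but not used for scaling; some compounds called inactive have numbers as strong as hits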
Arr AP2 block – inhibitors of human beta-arrestin and AP2 interaction. FITC-arrestin peptide / GST-AP2 beads, flow cytometry; AP2 beta2 appendage carries R879A mutation. inhibition, % at 10 µM. 340,000 tested, 0.31% active. AID 504490;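 active means inhibition above a set limit, near 3 SD of compounds lacking own fluorescence, cut at about 54% in these data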;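 further: plate controls were DMSO wells for no effect and 5 µM unlabelled arrestin peptide for full effect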
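System: GST-AP2 R879A glutathione beads | Also added: FITC-arrestin peptide, 50 nM | Times: 12 min plus 1 h, RT | Signal: Bead flow cytometry, FITC channel | Buffer or medium: PBS with 0.05% Tween 20 and 0.1% BSA | Read-out basis: Percent drop in bead-associated FITC signal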
Starred values were filed as active, the others as inactive. Hits appear at their usual frequency; 2.8% or so of the library scored in one or more.

What do the screens show for `CCOC(=O)C(Cc1ccccc1)NC(C)=O` (centres undefined)?
Ecoli viability: 2.4; Tat export inh: -8.0; Pemphigus Ab inh: 102.2; PKA-R1A act: -5.3; phage Ecoli inh: 1.7; AddAB inh: -1.1; PfHsp90 set2: 40.6; MOR-DOR ag: -1.8; OPRM1-OPRD1 inv: 9.8; SUMO Mot1 rescue: -8.5; Arr AP2 block: -5.5

How did CN1CCN(CCCC(=O)c2ccc(F)cc2)CC1 do in these assays?
Ecoli viability: -0.8; Tat export inh: 27.2; Pemphigus Ab inh: 108.3; PKA-R1A act: -8.5; phage Ecoli inh: 1.9; AddAB inh: 1.5; PfHsp90 set2: 38.8; MOR-DOR ag: -2.7; OPRM1-OPRD1 inv: 13.7; SUMO Mot1 rescue: -10.7; Arr AP2 block: -1.7

How did CCOc1ccccc1CNC(=O)C1CCN(c2nc3ccccc3o2)CC1 do in these assays?
Ecoli viability: -0.3; Tat export inh: -3.9; Pemphigus Ab inh: 100.1; PKA-R1A act: -4.4; phage Ecoli inh: 1.3; AddAB inh: 0.5; MOR-DOR ag: 0.0; OPRM1-OPRD1 inv: -0.2; SUMO Mot1 rescue: 20.8; Arr AP2 block: -3.8

Results for CCOC(=O)CCNC(=O)N1CCCC(C(=O)c2cccc(Cl)c2)C1 (centres undefined) ?
Ecoli viability: 0.5; Tat export inh: -7.4; Pemphigus Ab inh: 89.9; PKA-R1A act: 2.1; phage Ecoli inh: 3.7; AddAB inh: 4.0; PfHsp90 set2: 12.9; MOR-DOR ag: -0.9; OPRM1-OPRD1 inv: 4.3; SUMO Mot1 rescue: 0.4; Arr AP2 block: 16.5

What do the screens show for `Cc1ccc(S(=O)(=O)NCCSC(C)(C)C)cc1`?
Ecoli viability: 2.7; Tat export inh: -3.9; Pemphigus Ab inh: 96.9; PKA-R1A act: -5.0; phage Ecoli inh: 1.9; AddAB inh: 2.3; MOR-DOR ag: -1.1; OPRM1-OPRD1 inv: 5.5; Arr AP2 block: -2.0

How did CC(=O)c1ccc(N2CCN(CC(=O)N(C3CC3)C3CCS(=O)(=O)C3)CC2)c(F)c1 (centres undefined) do in these assays?
Ecoli viability: 0.2; Tat export inh: -1.6; Pemphigus Ab inh: 106.1; PKA-R1A act: 7.9; phage Ecoli inh: 1.4; AddAB inh: 0.6; PfHsp90 set2: 11.1; MOR-DOR ag: -3.4; OPRM1-OPRD1 inv: 12.8; SUMO Mot1 rescue: 10.0; Arr AP2 block: 27.8

How did CCO/C=C/C(O)(CNC(=O)COc1ccccc1F)C(F)(F)F (centres undefined) do in these assays?
Ecoli viability: -1.0; Tat export inh: 1.9; Pemphigus Ab inh: 79.9; PKA-R1A act: 0.9; phage Ecoli inh: 0.2; AddAB inh: -1.5; PfHsp90 set2: 6.4; MOR-DOR ag: -1.0; OPRM1-OPRD1 inv: 5.6; SUMO Mot1 rescue: -2.1; Arr AP2 block: -12.8

How did CCC(=O)c1ccc(OCC(=O)OCC(=O)NCCCc2ccccc2)cc1 do in these assays?
Ecoli viability: 2.7; Tat export inh: 1.3; Pemphigus Ab inh: 98.0; PKA-R1A act: 10.3; phage Ecoli inh: 0.9; AddAB inh: 1.9; PfHsp90 set2: -85.0; MOR-DOR ag: -0.8; OPRM1-OPRD1 inv: 5.0; SUMO Mot1 rescue: 0.8; Arr AP2 block: 1.5

Results for CN1C(=O)c2ccccc2Sc2ccc(C(=O)O)cc21 ?
Ecoli viability: -3.8; Tat export inh: -0.8; Pemphigus Ab inh: 97.8; PKA-R1A act: -4.7; phage Ecoli inh: -0.7; AddAB inh: -2.7; PfHsp90 set2: 22.8; MOR-DOR ag: -2.6; OPRM1-OPRD1 inv: 12.5; SUMO Mot1 rescue: 136.8; Arr AP2 block: -11.5

How did Cn1c(CCN2CCCC2)nc2cc(NS(=O)(=O)c3ccccc3)ccc21 do in these assays?
Ecoli viability: -0.8; Tat export inh: -4.3; PKA-R1A act: 3.1; phage Ecoli inh: 3.0; AddAB inh: 1.4; PfHsp90 set2: 5.3; MOR-DOR ag: -3.0; OPRM1-OPRD1 inv: 15.6; SUMO Mot1 rescue: 43.1; Arr AP2 block: 29.7

Results for O=C(c1n[nH]c(=O)c2ccccc12)N1CCN(c2ccccc2)CC1 ?
Ecoli viability: 0.8; Tat export inh: -10.4; Pemphigus Ab inh: 98.4; PKA-R1A act: -3.9; phage Ecoli inh: 1.7; AddAB inh: -0.8; PfHsp90 set2: -8.8; MOR-DOR ag: -1.4; OPRM1-OPRD1 inv: 8.3; SUMO Mot1 rescue: -16.2; Arr AP2 block: 7.1

Results for Cc1ccc(N(C(=O)C(F)(F)F)C(C(=O)NC2CCCCC2)c2cccs2)cc1 (centres undefined) ?
Ecoli viability: 1.9; Tat export inh: -13.1; Pemphigus Ab inh: 103.6; PKA-R1A act: 1.2; phage Ecoli inh: 1.5; AddAB inh: 1.1; PfHsp90 set2: -10.7; MOR-DOR ag: 18.3*; OPRM1-OPRD1 inv: -104.7; SUMO Mot1 rescue: 40.8; Arr AP2 block: -5.7

How did CC(C)n1cc(NC(=O)c2cc(-c3ccccc3)on2)cn1 do in these assays?
Ecoli viability: -1.2; Tat export inh: 0.2; Pemphigus Ab inh: 77.0; PKA-R1A act: -4.4; phage Ecoli inh: 3.0; AddAB inh: 0.8; PfHsp90 set2: -4.5; MOR-DOR ag: -1.1; OPRM1-OPRD1 inv: 5.2; SUMO Mot1 rescue: 14.9; Arr AP2 block: 2.7

How did CCCCCN1CC(O)=C(c2ccccc2)C1=N do in these assays?
Ecoli viability: -1.1; Tat export inh: 2.4; Pemphigus Ab inh: 99.8; PKA-R1A act: -5.7; phage Ecoli inh: 4.2; AddAB inh: 0.7; PfHsp90 set2: 9.4; MOR-DOR ag: -2.3; OPRM1-OPRD1 inv: 14.2; SUMO Mot1 rescue: -14.6; Arr AP2 block: -3.4

What do the screens show for `O=C(O)/C=C/C(=O)N1CCc2ccccc21`?
Ecoli viability: 0.8; Tat export inh: -0.2; Pemphigus Ab inh: 99.4; PKA-R1A act: 2.5; phage Ecoli inh: 2.0; AddAB inh: 4.4; PfHsp90 set2: 10.4; MOR-DOR ag: -1.0; OPRM1-OPRD1 inv: 5.2; SUMO Mot1 rescue: 18.5; Arr AP2 block: 23.5

What do the screens show for `Clc1ccc(OCc2cn3ccccc3n2)c2ncccc12`?
Ecoli viability: 0.2; Tat export inh: 0.8; Pemphigus Ab inh: 79.6; PKA-R1A act: -11.6; phage Ecoli inh: 5.0; AddAB inh: 3.5; PfHsp90 set2: -6.6; MOR-DOR ag: -0.6; OPRM1-OPRD1 inv: 3.3; SUMO Mot1 rescue: 7.6; Arr AP2 block: -10.5

Results for Cc1nc2ccccc2n1CC(O)Cn1c(C(F)(F)F)nc2ccccc21 (centres undefined) ?
Ecoli viability: 0.7; Tat export inh: 4.6; Pemphigus Ab inh: 114.6; PKA-R1A act: -14.6; phage Ecoli inh: 1.9; AddAB inh: 3.5; PfHsp90 set2: -31.9; MOR-DOR ag: -2.1; OPRM1-OPRD1 inv: 8.8; SUMO Mot1 rescue: 11.8; Arr AP2 block: -9.4

How did CCn1c(SCC(=O)Nc2cc(C(C)(C)C)nn2-c2ccccc2)nnc1-c1cccs1 do in these assays?
Ecoli viability: -3.2; Tat export inh: -1.7; Pemphigus Ab inh: 87.1; PKA-R1A act: 3.3; phage Ecoli inh: 4.9; AddAB inh: -1.9; PfHsp90 set2: -3.0; MOR-DOR ag: 1.4; OPRM1-OPRD1 inv: -9.8; SUMO Mot1 rescue: -1.5; Arr AP2 block: -5.5

Results for C=CCSc1nnc(C)c(/C=C/Nc2ccc(Cl)cc2)n1 ?
Ecoli viability: 1.3; Tat export inh: 0.1; Pemphigus Ab inh: 116.4; phage Ecoli inh: 4.1; AddAB inh: 3.6; PfHsp90 set2: 25.0; SUMO Mot1 rescue: 2.6; Arr AP2 block: -9.4

Results for COc1ccc(Cc2nc3ccc(C(=O)N(C)C(C)c4nccs4)cc3o2)cc1 (centres undefined) ?
Ecoli viability: 2.6; Tat export inh: 0.7; Pemphigus Ab inh: 110.3; PKA-R1A act: 0.2; phage Ecoli inh: 1.7; AddAB inh: -0.8; PfHsp90 set2: 0.4; MOR-DOR ag: -1.2; OPRM1-OPRD1 inv: 6.0; SUMO Mot1 rescue: 7.5; Arr AP2 block: -6.3

Results for CCOc1ccc(C(=O)OCCN(C)C)cc1 ?
Ecoli viability: -1.1; Tat export inh: 24.2; Pemphigus Ab inh: 95.2; PKA-R1A act: 1.0; phage Ecoli inh: 2.3; AddAB inh: 0.9; PfHsp90 set2: 40.0; MOR-DOR ag: -3.3; OPRM1-OPRD1 inv: 15.0; SUMO Mot1 rescue: -2.7; Arr AP2 block: -6.4

What do the screens show for `CCCC(CCC(=O)Nc1ccc(C(=O)OC)cc1)C(=O)O` (centres undefined)?
Ecoli viability: 0.8; Tat export inh: -2.6; Pemphigus Ab inh: 96.9; PKA-R1A act: -20.0; phage Ecoli inh: 2.2; AddAB inh: 2.0; PfHsp90 set2: 11.3; MOR-DOR ag: -4.7; OPRM1-OPRD1 inv: 19.9; SUMO Mot1 rescue: 3.7; Arr AP2 block: -1.6

What do the screens show for `Cc1ccccc1/C=N/NC(=O)c1cccnc1`?
Ecoli viability: 0.2; Tat export inh: -0.5; Pemphigus Ab inh: 108.6; PKA-R1A act: -12.8; phage Ecoli inh: 1.6; AddAB inh: 0.0; PfHsp90 set2: -2.4; MOR-DOR ag: -2.9; OPRM1-OPRD1 inv: 13.6; SUMO Mot1 rescue: -12.8; Arr AP2 block: 3.1

How did Cc1cccc(NC(=S)N(Cc2ccc(Br)cc2)Cc2ccc(C(=O)O)cc2)c1 do in these assays?
Ecoli viability: 1.0; Tat export inh: 3.6; Pemphigus Ab inh: 100.9; PKA-R1A act: 3.8; phage Ecoli inh: 1.3; AddAB inh: 0.9; PfHsp90 set2: 12.8; MOR-DOR ag: -2.3; OPRM1-OPRD1 inv: 12.8; Arr AP2 block: 35.5

Results for O=C(NN=C1CCCCCC1)c1cn(-c2ccccc2)nc1-c1ccccc1 ?
Ecoli viability: -2.3; Tat export inh: -2.4; Pemphigus Ab inh: 95.5; PKA-R1A act: -1.3; phage Ecoli inh: 5.1; AddAB inh: -0.3; PfHsp90 set2: 25.1; MOR-DOR ag: -2.1; OPRM1-OPRD1 inv: 12.9; SUMO Mot1 rescue: -13.1; Arr AP2 block: -14.2

How did COc1ccc(C[C@H]2CN3C(=NC[C@H]3Cc3ccccc3)N2CCNC(=O)CCC2CCCCC2)cc1 do in these assays?
Ecoli viability: -1.2; Tat export inh: 11.6; Pemphigus Ab inh: 107.8; PKA-R1A act: -3.4; phage Ecoli inh: 3.7; AddAB inh: 2.9; PfHsp90 set2: 8.6; MOR-DOR ag: 5.3; OPRM1-OPRD1 inv: -30.4; SUMO Mot1 rescue: 4.7; Arr AP2 block: 20.9

High-throughput results (PubChem BioAssay)
